MPTP inh: permeability transition pore inhibition; isolated mouse mitochondria, Ca2+ swelling absorbance, 30 min; inhibition, % at 10 µM; actives 1.4% (n = 360,000); AID 602449;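 active = inhibition of 50% or more, scaled per plate between neutral and stimulator controls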;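 note: 0% = DMSO wells given calcium and 100% = 1 mM EGTA wells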
The depositor's hits bear a star; & = joins results of further samples. This is a subset. The share of hits here may be higher or lower than overall.

entry | SMILES | MPTP inh
1 | O=C(COC(=O)c1cccc(Br)c1)Nc1cccc(S(=O)(=O)N2CCCCC2)c1 | -0.9
2 | Cc1cn([C@H]2C[C@H](O)[C@@H](/C=C/C(=O)NCCc3cccnc3)O2)c(=O)[nH]c1=O | -1.3
3 | CCCCN(C=O)c1c(CC)nc2c(OCC(=O)N3CCOCC3)cccn12 | -1.2
4 | COC(=O)[C@H]1C[C@@]2(O)CN(S(=O)(=O)c3ccc(C)cc3)C[C@@]2(OC(=O)Nc2c(C)noc2C)C[C@H]1C(=O)OC | 3.4
5 | COc1cc(CNc2nccn3ccnc23)cc(OC)c1 | -0.9
6 | CCOC(=O)C1CCCN(C(=O)c2sc(-c3ccccc3)nc2C)CC1 (configuration not stated) | 0.0
7 | CC1(C(=O)NS(=O)(=O)c2cccc(OC(F)F)c2)CCN1C(=O)COc1ccc(Cl)cc1 (configuration not stated) | 0.0
8 | CCOC(=O)[C@]12CCC=C1N(Cc1ccc3c(c1)OCO3)C(=O)[C@H](CC(=O)NCc1ccc(C)o1)C2 | -0.7
9 | CCc1cccc(CC)c1N1C(=O)CSCC1=O | 0.4
10 | O=C(NC(c1ccc(F)cc1)c1ccc2ccccc2n1)C1CCN(CCOc2ccc(Cl)cc2Cl)CC1 (configuration not stated) | 2.0
11 | O=C(c1[nH]c(C(F)(F)F)nc1-c1ccccc1)N1CCN(c2c(Cl)cncc2Cl)CC1 | -1.2
12 | O=C1NC[C@H](c2ccccc2)N(CCCCC2CCCCC2)C1=O | -0.8
13 | S=C(NCCc1ccccc1)N1CCC2CC1c1cc(-c3ccc4c(c3)OCO4)ccc12 (configuration not stated) | 1.8
14 | CC(C)Nc1nc(Nc2ccccc2Cl)c2sccc2n1 | 0.5
15 | OC(c1ccc(Cl)c(Cl)c1)c1ncc(-c2ccc(C(F)(F)F)cc2)[nH]1 (configuration not stated) | 28.8
16 | COCc1cccc(-c2csc(C(C)(NC(C)=O)c3ccccc3)n2)c1 (configuration not stated) | -1.5
17 | NC(c1csc(NC(=O)Nc2ccc(OC(F)(F)F)cc2)n1)C1CCCCC1 (configuration not stated) | 62.5*
18 | CC1CCCCC1NC(=O)c1cc(Cl)nc2ccccc12 (configuration not stated) | -0.4
19 | CCCCCC(=O)N1C[C@H](O)[C@@H](n2cc(COC(=O)c3ccccc3)nn2)C[C@@H]1c1ccccc1 | -0.5
20 | O=C(NCc1cccnc1)c1cc(C2CCCN(C(=O)CCCc3ccccc3)C2)on1 (configuration not stated) | 1.1
21 | CC1(C(=O)Nc2ccc3c(c2)OCCO3)CCN1Cc1ccc(-c2ccccn2)cc1 (configuration not stated) | -0.3
22 | CCc1ccc(C(O)c2ncc(-c3ccc(C(F)(F)F)cc3)[nH]2)cc1 (configuration not stated) | 5.4
23 | CN(CC(=O)Nc1ccc(Cl)c(C(F)(F)F)c1)C(=O)C1CC(=O)N(c2ccc3c(c2)OCCO3)C1 (configuration not stated) | -0.1
24 | O=C(CCNC(=O)c1ccccc1Cl)Nc1ccc(S(=O)(=O)N2CCOCC2)cc1 | 1.1
25 | CCN(c1ccc(OC)cc1)S(=O)(=O)N1CCCC(C(=O)NC(C)c2ccccc2)C1 (configuration not stated) | -1.9
26 | CC(=O)Nc1cccc(-c2ccnc3c2CC(C(=O)NCc2ccc(N(C)C)cc2)O3)c1 (configuration not stated) | -1.5
27 | Nc1[nH]c(C(=O)c2ccccc2)c(-c2ccccc2C(F)(F)F)c1C(=O)NCCc1c[nH]c2ccccc12 | 0.5
28 | CC(=O)C1=CCC(c2ccc(F)cc2)N(S(=O)(=O)c2ccc(C)cc2)C1 (configuration not stated) | -0.7&-2.7
29 | C[C@H]1CN([C@@H](C)CO)C(=O)CCCn2cc(nn2)CO[C@@H]1CN(C)S(=O)(=O)c1ccc2ccccc2c1 | -0.2
30 | Cc1ccsc1C(=O)N1CCC1(C)C(=O)NCc1cccnc1 (configuration not stated) | 0.5
31 | C[C@H](NC(=O)CC[C@H]1O[C@@H](n2ccc(=O)[nH]c2=O)[C@H](O)[C@@H]1O)c1cccc2ccccc12 | -1.5
32 | O=C1NC[C@H](CCCCN2C[C@H](Cc3ccccc3)N(CC3CCCCC3)C(=O)C2=O)N(CC2CCCCC2)C1=O | -0.9
33 | c1ccc(OC2CCCCC2N2CCOCC2)cc1 (configuration not stated) | 0.1
34 | CCCNC(=O)c1cc(C2CCCCN2S(=O)(=O)c2cccc3cccnc23)on1 (configuration not stated) | -0.6
35 | CC(C)(C)n1nnnc1C1c2ccccc2C(=O)N1CCc1c[nH]c2ccccc12 (configuration not stated) | -0.6
36 | COc1ccc(-c2nc3ccc(C)cn3c2CC2CCCCC2)cc1OC | -1.0
37 | Cc1cc2c(cc1C)-c1nnnn1C(N1CCCCC1)C(=O)N2 (configuration not stated) | -1.2
38 | CC(=O)c1cccc(-c2ccnc3c2CC(C(=O)Nc2cccc(OC(F)(F)F)c2)O3)c1 (configuration not stated) | 1.3
39 | CCCCN(C=O)c1c(CC)nc2ccc(C(=O)NCCCN3CCCC3=O)cn12 | -1.2
40 | Cc1nc(C(F)(F)F)ccc1C(=O)N1CCC1(C)C(=O)NS(C)(=O)=O (configuration not stated) | -0.3

Next section; it opens with the four that closed the last part.
entry | SMILES | MPTP inh
37 | Cc1cc2c(cc1C)-c1nnnn1C(N1CCCCC1)C(=O)N2 (configuration not stated) | -1.2
38 | CC(=O)c1cccc(-c2ccnc3c2CC(C(=O)Nc2cccc(OC(F)(F)F)c2)O3)c1 (configuration not stated) | 1.3
39 | CCCCN(C=O)c1c(CC)nc2ccc(C(=O)NCCCN3CCCC3=O)cn12 | -1.2
40 | Cc1nc(C(F)(F)F)ccc1C(=O)N1CCC1(C)C(=O)NS(C)(=O)=O (configuration not stated) | -0.3
41 | CCCCNC(=O)c1nc(C2CCN(S(=O)(=O)c3c(F)cccc3F)CC2)oc1-c1cccc(C(F)(F)F)c1 | -0.8
42 | CC1CCN(C(=O)c2ncn3c2c(=O)[nH]c2cccnc23)CC1 | -2.1
43 | CC(C)C[C@H]1CN([C@@H](CC(C)C)CN2CCC[C@@H]2CN2C(=O)C(=O)NC[C@@H]2Cc2ccccc2)C(=O)C(=O)N1CC1CCCCC1 | 2.1
44 | COc1cc(CNc2ncnc3c2ncn3[C@H]2CN(Cc3ccc(-c4ccccc4)cc3)C[C@@H](CO)O2)cc(OC)c1OC | 0.4
45 | COCC(=O)N1CCCC(C)(C(=O)Nc2cccc(Oc3ccccc3)c2)C1 (configuration not stated) | 0.6
46 | OC(c1ccccc1)c1nc(-c2csc3ccccc23)cs1 (configuration not stated) | -1.3
47 | Cc1ccccc1C#CC1=CC(=O)CC(C)(C)C1 | -0.5
48 | CCN(CC)C(=O)C1=C(C)N(CCC2=CCCCC2)C(=O)C(CC(=O)NCCc2ccccn2)C1 (configuration not stated) | -1.9
49 | Nc1ncnc2c1ncn2[C@@H]1O[C@H](C(=O)N2CCC[C@@H]2C(=O)OCc2ccccc2)[C@@H](O)[C@H]1O | -0.4
50 | Cn1ccc2c(-c3ccc(CO)cc3)cc3c(c21)C1CCC3O1 (configuration not stated) | 0.2
51 | Cc1cccc(C)c1NC(=O)C(c1ccccc1OC(F)(F)F)N1CCN(C/C=C/c2ccccc2)CC1 (configuration not stated) | 0.9
52 | COCCN(CCOC)Cc1cc(=O)oc2ccc3ccccc3c12 | -0.6
53 | COc1ccccc1CNC(=O)Nc1nc(C(N)C(C)C)cs1 (configuration not stated) | 1.0
54 | CCOc1ccc(CCNC(=O)COC(=O)c2n[nH]c3ccccc23)cc1OCC | -0.6
55 | Cc1ccc(S(=O)(=O)N2CCC(C(=O)OCC(=O)N(Cc3ccccc3)C(C)C)CC2)cc1C | 1.4
56 | COc1ccc(C=CC(=O)c2ccc(OC)c(OC)c2)cc1O | -0.6
57 | COCCNC(=O)C1(C)CCCN(C(=O)c2cccc(C#N)c2)C1 (configuration not stated) | -1.3
58 | Cc1ccc(N2CC(C(=O)Nc3cc(S(=O)(=O)N4CCCCC4)ccc3C)CC2=O)cc1 (configuration not stated) | -1.2
59 | CC1(C)N=C(N)N=C(N)N1c1ccc(OCC(=O)Nc2ccccc2)c(Cl)c1 | -0.1
60 | COc1ccc(NC(=O)COC(=O)C2COc3ccccc3O2)cc1 (configuration not stated) | -0.6
61 | C[C@H](CO)N1C[C@H](C)[C@H](CN(C)C(=O)NC2CCCCC2)Oc2cc(-c3cccnc3)ccc2S1(=O)=O | -0.4
62 | CC(=O)Nc1cccc2cc(S(=O)(=O)O)ccc12 | -3.0
63 | CCC(C)[C@H]1CNC(=O)C(=O)N1CCc1cccc(F)c1 (some centres not stated) | 0.7
64 | COc1ccc(OC2(C)CCN(Cc3ccccc3OC(F)F)C2)cc1 (configuration not stated) | 0.2
65 | CCc1cccc(CC)c1NC(=O)C(CC)Sc1nc2ccsc2c(=O)n1CCC(=O)O (configuration not stated) | 0.4
66 | CC(=O)Nc1ccc(-c2ccnc3c2CC(C)(C(=O)NCCN(C)C)O3)cc1 (configuration not stated) | 0.0
67 | COc1ccc(-c2nc(S(=O)(=O)c3ccccc3)c(N3CCN(C)CC3)o2)cc1 | -1.6
68 | Cc1ccc(Cl)cc1-c1cc(C(=O)N2CCc3ccccc3C2)[nH]n1 | 1.4
69 | Cc1ccc2nc(-c3cccc(Br)c3)c(CC3CCCCC3)n2c1 | -0.6
70 | CC(=O)Nc1cccc(-c2ccnc3c2CC(C)(C(=O)Nc2ccc4c(c2)OCO4)O3)c1 (configuration not stated) | 0.6
71 | Cc1ccc(-c2cnc(C(O)c3ccc(Cl)c(F)c3)[nH]2)cc1 (configuration not stated) | 2.5
72 | Fc1ccc(-c2nc3ccc(Cl)cn3c2Cc2ccccc2C(F)(F)F)cc1 | 0.5
73 | Cc1cnc2nc(-c3ccccc3)ccc2c1 | 0.4
74 | COc1ccc(NC(=O)C2c3ccccc3OCC(=O)N2CC(F)(F)F)cc1 (configuration not stated) | 0.6
75 | O=C1Nc2ccccc2N=C(c2ccccc2)C1N(Cc1ccc(F)cc1)C(=O)c1cccnc1 (configuration not stated) | 0.4
76 | COCOCCn1cc(CN2CCS(=O)(=O)N(Cc3ccc(-c4ccc(Cl)nc4)cc3)C(CC(C)C)C2=O)nn1 (configuration not stated) | 0.1
77 | O=C(CCCN1C(=O)C(=Cc2ccc3c(c2)OCO3)SC1=S)Nc1ccc(C(=O)O)c(O)c1 | 0.2
78 | CCCNC(=O)c1cc2c(c(-c3cccc(-c4ccc(C#N)cc4)c3)n1)[C@@H](CCO)N(C(=O)CC)C2 | 0.3
79 | CN(c1ccc(-c2csc(NC(=O)CCCc3nc4ccccc4c(=O)[nH]3)n2)cc1)S(C)(=O)=O | -1.5
80 | CC1=C(C(=O)N(C(C)C)C(C)C)CC(CC(=O)NC(c2ccccc2)c2ccccc2)C(=O)N1Cc1ccc(C(C)(C)C)cc1 (configuration not stated) | 0.5
81 | COC(=O)c1cc(C)nc(Nc2nc(C(N)Cc3ccc(F)cc3)cs2)n1 (configuration not stated) | 0.5
82 | CCOC(=O)CNC(=O)N(C)[C@H]1C[C@H]2c3[nH]c4ccccc4c3CCN2C(=O)[C@H]1[C@H](C)O | -1.1
83 | CN1CCN(C(=O)C[C@H]2CC[C@H]3[C@@H](COC[C@@H](O)CN3Cc3cccc(F)c3)O2)CC1 | 25.7
84 | COC(=O)[C@@]12C[C@@H](CC(=O)NCc3ccccc3)C(=O)N(Cc3cccc4ccccc34)C1=CCC(C)(C)C2 | -2.6
85 | CC1(C(=O)NS(=O)(=O)c2ccccc2C(F)(F)F)CCN1C(=O)CC1CCCCC1 (configuration not stated) | 0.0
86 | COc1cc(OC)c(N(C)S(=O)(=O)c2cccc(C(=O)NCc3cccs3)c2)cc1Cl | 0.1
87 | O=C(NC1CCCCC1)c1ccc2ccccc2c1O | -0.4
88 | CCn1c(CC(=O)Nc2ccccc2F)nnc1SCC(=O)NC1=NCCS1 | -2.2
89 | Cc1cccc(-c2cc(N3CCCN(C)CC3)n3nccc3n2)c1 | 0.8
90 | Cc1cc(=O)c2c(N(C)C)cccc2[nH]1 | 0.4
91 | CCCCCCn1c(=O)n2n(c1=O)C[C@]1(OC(=O)NCc3ccco3)CN(S(=O)(=O)c3ccc(C)cc3)C[C@]1(O)C2 | 0.4
92 | O=c1[nH][nH]c2c1C(c1cccc(C(F)(F)F)c1)OC(CCc1ccccc1)C2 (configuration not stated) | 2.6
93 | CCc1nnc(NC(=O)C(NS(=O)(=O)c2ccccc2)C(C)C)s1 (configuration not stated) | 0.1
94 | Cc1cccc(CN2[C@H](COCc3ccccc3)C=CS2(=O)=O)c1 | 1.1
95 | CCCCCCN1CCN(C2CN(Cc3cn(Cc4cccc(Cl)c4)nn3)S(=O)(=O)C2)CC1 (configuration not stated) | -0.1
96 | CCC[C@H]1CN(c2ccc(OC)cc2)C(=O)[C@@H]1CC(=O)NC | -1.1
97 | O=C(NCc1cccc(Cl)c1)C1Cc2c(-c3ccc(Cl)cc3)ccnc2O1 (configuration not stated) | 0.7
98 | Nc1cc(Cl)ccc1CN1C(=O)c2ccccc2C1=O | 1.2
99 | Cc1ccc(-c2nc3c(Cl)cc(C(F)(F)F)cn3c2Cc2ccsc2)cc1 | 0.2
100 | CCCCN(C)c1c(C)nc2ccc(C(=O)NCCCn3ccnc3)cn12 | -0.4

The list goes on; it opens with the 3 that closed the last part.
entry | SMILES | MPTP inh
98 | Nc1cc(Cl)ccc1CN1C(=O)c2ccccc2C1=O | 1.2
99 | Cc1ccc(-c2nc3c(Cl)cc(C(F)(F)F)cn3c2Cc2ccsc2)cc1 | 0.2
100 | CCCCN(C)c1c(C)nc2ccc(C(=O)NCCCn3ccnc3)cn12 | -0.4
101 | COc1ccc(CCCNC(=O)C2(C)Cc3c(-c4ccc(NC(C)=O)cc4)ccnc3O2)cc1 (configuration not stated) | -0.9
102 | CC1CCCCC12NC(=O)N(CC(=O)N1CCN(S(=O)(=O)c3ccc(Cl)s3)CC1)C2=O (configuration not stated) | -0.9
103 | O=C(OCc1cn([C@@H]2C[C@H](c3ccc(Cl)cc3)N(C(=O)c3cccs3)C[C@H]2O)nn1)c1ccccc1 | -0.2
104 | CCc1nc2c(OCC3CCCCC3)cccn2c1N(C)C(=O)c1ccc(C)cc1 | 2.8

Bioassay records: PubChem, Sanford-Burnham Center for Chemical Genomics
